Screening data as filed in PubChem BioAssay.
PfHsp40 rescue = compounds rescuing yeast from Plasmodium falciparum HSP40 toxicity. S. cerevisiae expressing PfHsp40, growth rescue, ATP luminescence. growth rescue, % at 12.5 µM. 0.68% of 340,000 active. AID 504582; in the data active = growth rescue above about 28%, passing the limit was not always enough;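 also: yeast W303a lacking pdr1 and pdr3 grown in galactose medium; growth measured after three days at 30 °C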
Vc quorum ag = inducers of Vibrio cholerae quorum light production without autoinducers; V. cholerae BH1578 lux reporter, luminescence, 6 h; activation, % at 18.7 µM; 0.16% of 350,000 active; in the data active = activation mostly above about 9.7%, no sharp cut-off; also: not every result past the cut was called active; inactives centre near 0; reference of the scale not given here
FadD28 FP inh = M. tuberculosis FadD28 bisubstrate binding inhibition; FadD28 bisubstrate probe binding, fluorescence polarization; 0.22% of 360,000 active; inhibition, % at 12.5 µM; in the data active = inhibition above about 8.5%, passing the limit was not always enough
UGM FP inh = blocks M. tuberculosis UGM enzyme. P9WIQ1. purified UGM, fluorescence polarization probe displacement. inhibition, % at 10 µM. 0.06% of 320,000 active; in the data active = inhibition above about 10%, passing the limit was not always enough
Target sequence (P9WIQ1 whole entry, looked up): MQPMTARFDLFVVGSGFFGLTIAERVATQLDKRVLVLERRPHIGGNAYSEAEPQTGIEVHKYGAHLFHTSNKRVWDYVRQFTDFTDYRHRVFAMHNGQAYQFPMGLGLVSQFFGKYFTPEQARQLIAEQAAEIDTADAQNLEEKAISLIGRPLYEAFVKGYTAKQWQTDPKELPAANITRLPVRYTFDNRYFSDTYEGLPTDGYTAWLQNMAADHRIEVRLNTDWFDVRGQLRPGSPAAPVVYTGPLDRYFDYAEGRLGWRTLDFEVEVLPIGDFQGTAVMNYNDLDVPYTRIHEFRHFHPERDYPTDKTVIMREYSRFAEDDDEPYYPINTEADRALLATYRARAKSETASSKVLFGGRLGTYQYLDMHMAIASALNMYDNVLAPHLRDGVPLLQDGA
Mtb FBA inh = inhibitors of M. tuberculosis fructose-bisphosphate aldolase; P9WQA3; purified M. tuberculosis FBA, fluorescence read-out; inhibition, % at 1 µM; 2.3% of 360,000 active; AID 588726; in the data active = inhibition above about 27%;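 also: 0% = vehicle and 100% = reference inhibitor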
Target sequence (P9WQA3 whole entry, looked up): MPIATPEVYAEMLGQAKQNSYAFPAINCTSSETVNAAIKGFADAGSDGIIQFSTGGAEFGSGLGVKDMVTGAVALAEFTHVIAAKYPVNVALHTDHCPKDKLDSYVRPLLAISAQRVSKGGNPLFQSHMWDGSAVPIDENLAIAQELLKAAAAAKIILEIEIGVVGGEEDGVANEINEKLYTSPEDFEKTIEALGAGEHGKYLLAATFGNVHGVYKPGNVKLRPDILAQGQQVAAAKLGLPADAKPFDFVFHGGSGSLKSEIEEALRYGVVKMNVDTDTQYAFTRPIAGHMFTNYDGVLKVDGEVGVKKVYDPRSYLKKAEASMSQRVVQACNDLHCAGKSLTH
Yp Topo-I inh = Y. pestis Topo-I inhibition via cleavage products; Y. pestis Topo-I cleavage product accumulation, plate reader; activity, % at 10 µM; 0.064% of 360,000 active; in the data active = activity above about 50%, passing the limit was not always enough; also: inactives centre near 2
GDH-TPI counter = counter-screen for M. tuberculosis FBA inhibitors: GDH-TPI coupled enzymes | GDH-TPI coupled enzyme counterscreen, NADH absorbance | inhibition, % at 4.8 µM | 1.2% of 360,000 active | AID 588335; in the data active = inhibition above about 30%;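 also: 0% = DMSO wells and 100% = wells lacking the enzyme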
TcdB inh = inhibitors of Clostridioides difficile toxin B glycohydrolase; P18177; TcdB glycohydrolase enzymatic assay, plate reader; inhibition, % at 9.99 µM; 0.24% of 350,000 active; AID 652162; in the data active = inhibition above about 10%
Mtb BioA inh = inhibitors of Mycobacterium tuberculosis BioA enzyme; 0.096% of 360,000 active; purified M. tuberculosis BioA enzyme, plate reader; inhibition, % at 9.99 µM; in the data active = inhibition above about 40%
* = called active by the depositor; & = joins results of further samples.

Cc1cc(C(=O)CSc2nc3ccccc3[nH]2)c(C)n1CC1CCCO1 (configuration not stated) was read as PfHsp40 rescue -0.5, Vc quorum ag inactive, FadD28 FP inh -0.1, UGM FP inh -0.9, Mtb FBA inh 1, Yp Topo-I inh 6 and GDH-TPI counter 5.
Screening COC(=O)C1=C(C)Nc2nnnn2C1c1ccco1 (configuration not stated) returned PfHsp40 rescue -0.7, Vc quorum ag 3.4, FadD28 FP inh 0.0, UGM FP inh 0.0, Mtb FBA inh 2, Yp Topo-I inh -8, GDH-TPI counter 5 and Mtb BioA inh -1.8.
Screening CCOc1c2ccc(C(=O)NCc3cc(C(F)(F)F)cc(C(F)(F)F)c3)cc2nn1C returned PfHsp40 rescue 4.3, Vc quorum ag -5.0, FadD28 FP inh -6.0, UGM FP inh -0.8, Mtb FBA inh 57*, Yp Topo-I inh 27, GDH-TPI counter 9, TcdB inh -1.0 and Mtb BioA inh -1.7.
For O=C(Nc1ccc(Cl)cc1)c1ccc2c(=O)n3c(nc2c1)CCCCC3 the results were PfHsp40 rescue 9.8, Vc quorum ag inactive, FadD28 FP inh -4.1, Mtb FBA inh 2, Yp Topo-I inh 6, GDH-TPI counter -1, TcdB inh -1.0 and Mtb BioA inh -0.5.
`Cc1c(NC(=O)COC(=O)COc2ccc(Nc3ccccc3)cc2)c(=O)n(-c2ccccc2)n1C` gave PfHsp40 rescue -0.1, Vc quorum ag -0.4, FadD28 FP inh 0.9, UGM FP inh 0.9, Mtb FBA inh -4, Yp Topo-I inh 13, GDH-TPI counter -4 and TcdB inh 6.5.
Screening CCC(Sc1ncccc1C(=O)OC(C)C)C(=O)N1CCOCC1 (configuration not stated) returned PfHsp40 rescue 0.5, Vc quorum ag inactive, FadD28 FP inh -2.0, UGM FP inh -2.7, Mtb FBA inh -1, Yp Topo-I inh -4, GDH-TPI counter 2 and Mtb BioA inh 1.1.
C[C@]12c3[nH]c4ccc(Cl)cc4c3CCN1C(=O)[C@@H](CC(=O)NCc1ccco1)C[C@@H]2C(=O)N1CCCCC1 was read as PfHsp40 rescue -0.7, Vc quorum ag -0.8, FadD28 FP inh -2.8, Mtb FBA inh 1, Yp Topo-I inh 26, GDH-TPI counter -8, TcdB inh 1.2 and Mtb BioA inh 0.5.
For Cc1cccc2c(C(=O)O)c3c(nc12)CCCCC3 the results were PfHsp40 rescue -0.8, Vc quorum ag 0.4, FadD28 FP inh -3.5, UGM FP inh 1.6, Mtb FBA inh 1, Yp Topo-I inh 5, GDH-TPI counter 3 and Mtb BioA inh -1.5.
For CN(CCOc1ccccc1)CC(O)COc1ccccc1 (configuration not stated) the results were PfHsp40 rescue -0.8, Vc quorum ag inactive, FadD28 FP inh -0.4, UGM FP inh 2.5, Mtb FBA inh -2, Yp Topo-I inh 10, GDH-TPI counter -4, TcdB inh -0.6 and Mtb BioA inh 2.1.
For CC(C)[C@H](NC(=O)c1ccc(C(C)(C)C)cc1)C(=O)N1CCN(Cc2ccc3c(c2)OCO3)CC1 the results were PfHsp40 rescue 0.0, Vc quorum ag -0.4, FadD28 FP inh -1.4, UGM FP inh -1.1, Mtb FBA inh 3, Yp Topo-I inh 26, GDH-TPI counter 12, TcdB inh 0.4 and Mtb BioA inh 2.4.

Looked up one by one from above:
For Cc1cccc2c(C(=O)O)c3c(nc12)CCCCC3 the results were PfHsp40 rescue -0.8, Vc quorum ag 0.4, FadD28 FP inh -3.5, UGM FP inh 1.6, Mtb FBA inh 1, Yp Topo-I inh 5, GDH-TPI counter 3 and Mtb BioA inh -1.5.
Screening CCC(Sc1ncccc1C(=O)OC(C)C)C(=O)N1CCOCC1 (configuration not stated) returned PfHsp40 rescue 0.5, Vc quorum ag inactive, FadD28 FP inh -2.0, UGM FP inh -2.7, Mtb FBA inh -1, Yp Topo-I inh -4, GDH-TPI counter 2 and Mtb BioA inh 1.1.
Screening CCOc1c2ccc(C(=O)NCc3cc(C(F)(F)F)cc(C(F)(F)F)c3)cc2nn1C returned PfHsp40 rescue 4.3, Vc quorum ag -5.0, FadD28 FP inh -6.0, UGM FP inh -0.8, Mtb FBA inh 57*, Yp Topo-I inh 27, GDH-TPI counter 9, TcdB inh -1.0 and Mtb BioA inh -1.7.

Continuation.
Screening Cn1c(=O)cc(N2CCCCC2)[nH]c1=O returned PfHsp40 rescue 0.8, Vc quorum ag -0.1, FadD28 FP inh 0.2, UGM FP inh 3.4, Mtb FBA inh -2, Yp Topo-I inh -1, GDH-TPI counter 13, TcdB inh 1.0 and Mtb BioA inh -0.7.
Cc1ccc(C(=O)OCC(=O)NC2CCCCCC2)c(C)c1 was read as PfHsp40 rescue -0.9, Vc quorum ag 1.1, FadD28 FP inh -2.5, Mtb FBA inh 4, Yp Topo-I inh 5, GDH-TPI counter 5, TcdB inh 0.5 and Mtb BioA inh -0.1.
`O=C(Nc1ccc2c(c1)OCCO2)C1CCCN1S(=O)(=O)c1cccc2cccnc12` (configuration not stated) gave PfHsp40 rescue -0.5, Vc quorum ag -0.2, FadD28 FP inh -1.5, UGM FP inh -0.7, Mtb FBA inh -2, Yp Topo-I inh 9, GDH-TPI counter -8, TcdB inh -1.7 and Mtb BioA inh 0.5.
Screening CCN(C(=S)Nc1ccccc1F)C1CCCCC1 returned PfHsp40 rescue 1.0, Vc quorum ag 0.2, FadD28 FP inh 0.2, UGM FP inh -1.9, Mtb FBA inh -1, Yp Topo-I inh -3, GDH-TPI counter 1 and Mtb BioA inh -1.6.
For CN(C)C(=O)c1ccc(NC(=O)c2cccc(S(=O)(=O)N3CCCCCC3)c2)cc1 the results were PfHsp40 rescue -0.6, Vc quorum ag -0.8, FadD28 FP inh -1.8, UGM FP inh -1.5, Mtb FBA inh -2, Yp Topo-I inh 18, GDH-TPI counter 2, TcdB inh 0.7 and Mtb BioA inh 2.2.
Screening Cc1nn(-c2nc3ccccc3n2Cc2ccccc2)c2c1C(=O)CC(C)(C)C2 returned PfHsp40 rescue 0.5, Vc quorum ag -0.9, FadD28 FP inh -3.4, UGM FP inh -0.5, Mtb FBA inh 2, Yp Topo-I inh 23, GDH-TPI counter -9 and Mtb BioA inh -0.9.
For O=C(NCC1CCCO1)c1cc2ccccc2o1 (configuration not stated) the results were PfHsp40 rescue -1.3, Vc quorum ag -3.6, FadD28 FP inh -2.4, UGM FP inh 3.0, Mtb FBA inh 2, Yp Topo-I inh -2, GDH-TPI counter 10, TcdB inh -1.0 and Mtb BioA inh 0.6.
Screening COc1c2ccc(C(=O)NCCCCc3ccccc3)cc2nn1C returned PfHsp40 rescue 6.7, Vc quorum ag 5.6, FadD28 FP inh -1.8, UGM FP inh 1.5, Mtb FBA inh 26, Yp Topo-I inh 4, GDH-TPI counter 3, TcdB inh 14* and Mtb BioA inh -0.7.
For N#CC1=C(N)OC2=C(C(=O)CCC2)C1c1cc2c(cc1Br)OCO2 (configuration not stated) the results were PfHsp40 rescue 0.4, Vc quorum ag -0.6, FadD28 FP inh -0.2, UGM FP inh -0.3, Mtb FBA inh 3, Yp Topo-I inh -3, GDH-TPI counter 9, TcdB inh 1.7 and Mtb BioA inh 5.3.
Cc1cccc(C)c1NC(=O)CSc1nnc(C2CCCCC2)o1 was read as PfHsp40 rescue 0.8, Vc quorum ag inactive, FadD28 FP inh -1.2, UGM FP inh 2.1, Mtb FBA inh 3, Yp Topo-I inh 5, GDH-TPI counter -4, TcdB inh -5.3 and Mtb BioA inh -0.1.
Screening O=C(c1ccccc1)N1CCN(C(=O)C23CC4CC(CC(C4)C2)C3)CC1 returned PfHsp40 rescue -0.4, Vc quorum ag -0.7, FadD28 FP inh 0.0, UGM FP inh 3.1, Mtb FBA inh 2, Yp Topo-I inh 18, GDH-TPI counter 0, TcdB inh -1.7 and Mtb BioA inh 1.8.
For Cc1cc(C)n(CC2CC(=O)N(c3ccc(F)c(Cl)c3)C2=O)n1 (configuration not stated) the results were PfHsp40 rescue 0.4, Vc quorum ag -7.7, FadD28 FP inh -1.6, UGM FP inh 2.5, Mtb FBA inh 2, Yp Topo-I inh 10, GDH-TPI counter -4 and Mtb BioA inh 0.3.
For COc1ccccc1OCCn1cc(C(=O)C(C)C)c2ccccc21 the results were PfHsp40 rescue -1.1, Vc quorum ag -0.4, FadD28 FP inh -3.0, UGM FP inh 0.5, Mtb FBA inh -1, Yp Topo-I inh 1, GDH-TPI counter -1, TcdB inh 1.6 and Mtb BioA inh -1.2.
`COc1ccc(NC(=O)Nc2cccc3c2O[C@H](CN(C)S(=O)(=O)c2ccc(F)cc2)[C@@H](C)CN([C@H](C)CO)C3=O)cc1` gave PfHsp40 rescue 0.1, Vc quorum ag -0.3, FadD28 FP inh -3.7, UGM FP inh 1.4, Mtb FBA inh 0, Yp Topo-I inh 16, GDH-TPI counter -3, TcdB inh 0.9&1.8 and Mtb BioA inh 1.6.
For CCCOc1ccc(-c2c(C(=O)N/N=C/c3cccnc3)nnn2-c2nonc2N)cc1 the results were PfHsp40 rescue -0.8, Vc quorum ag -0.3, FadD28 FP inh -3.5, UGM FP inh -1.1, Mtb FBA inh -6, Yp Topo-I inh -9, GDH-TPI counter 11, TcdB inh 0.8 and Mtb BioA inh -1.0.
`CO/N=C(\c1ccccc1)c1cccnc1` gave PfHsp40 rescue -1.1, Vc quorum ag inactive, FadD28 FP inh -0.1, UGM FP inh -1.7, Mtb FBA inh 2, Yp Topo-I inh 4, GDH-TPI counter 0, TcdB inh 0.6 and Mtb BioA inh -2.3.
`O=C(CCC(=O)N1CCSc2ccccc21)Nc1cccc(F)c1` gave PfHsp40 rescue -0.3, Vc quorum ag -0.2, FadD28 FP inh 0.2, UGM FP inh -1.5, Mtb FBA inh 0, Yp Topo-I inh 7, GDH-TPI counter -6, TcdB inh 10* and Mtb BioA inh 0.0.
`Cc1cc(C)c2c(-n3cccc3)nn(CC#N)c2n1` gave PfHsp40 rescue -0.8, FadD28 FP inh -3.0, UGM FP inh 0.6, Mtb FBA inh 1, Yp Topo-I inh -7, GDH-TPI counter 1 and Mtb BioA inh -0.6.
CCOC(=O)C1CCCN(S(=O)(=O)c2cnc(Cl)c(Br)c2)C1 (configuration not stated) was read as PfHsp40 rescue -0.5, Vc quorum ag -0.5, FadD28 FP inh -0.8, UGM FP inh 0.5, Mtb FBA inh -5, Yp Topo-I inh 2, GDH-TPI counter 0, TcdB inh 0.5 and Mtb BioA inh -0.6.
Screening CCC(OC(=O)CNS(=O)(=O)c1ccccc1)C(=O)c1ccccc1 (configuration not stated) returned PfHsp40 rescue 1.2, Vc quorum ag -0.3, FadD28 FP inh -0.3, UGM FP inh -3.5, Mtb FBA inh 4, Yp Topo-I inh -6, GDH-TPI counter 4, TcdB inh 0.3 and Mtb BioA inh -1.7.
For CC(C(=O)NCc1cccs1)n1cccc1 (configuration not stated) the results were PfHsp40 rescue -0.6, Vc quorum ag -5.9, FadD28 FP inh 1.3, UGM FP inh -0.5, Mtb FBA inh 0, Yp Topo-I inh -2, GDH-TPI counter -3 and Mtb BioA inh -1.9.
For COc1cc(-c2cc(C(=O)Nc3ccncc3)c3ccccc3n2)cc(OC)c1OC the results were PfHsp40 rescue 0.5, Vc quorum ag inactive, FadD28 FP inh -3.6, UGM FP inh -3.6, Mtb FBA inh -4, Yp Topo-I inh -5, GDH-TPI counter 5, TcdB inh 1.4 and Mtb BioA inh 0.1.
O=C(NNC(=O)c1cccnc1SCc1cccc([N+](=O)[O-])c1)c1ccc(F)cc1 was read as PfHsp40 rescue 0.6, Vc quorum ag -0.4, FadD28 FP inh -1.0, UGM FP inh -1.3, Mtb FBA inh 3, Yp Topo-I inh -5, GDH-TPI counter 8, TcdB inh -3.7 and Mtb BioA inh 3.7.
Screening O=C(COc1ccc(Cl)cc1Cl)N1CCN(C/C=C/c2ccccc2)CC1 returned PfHsp40 rescue 1.3, Vc quorum ag inactive, FadD28 FP inh -2.4, UGM FP inh -0.4, Mtb FBA inh 1, Yp Topo-I inh -3, GDH-TPI counter 0 and Mtb BioA inh -3.6.
Cc1nc(N2CCN(C(=O)c3ccco3)CC2)c2c3c(sc2n1)CC(C)CC3 (configuration not stated) was read as PfHsp40 rescue 192*, Vc quorum ag -0.1, FadD28 FP inh -2.2, UGM FP inh 4.6, Mtb FBA inh -2, Yp Topo-I inh 29, GDH-TPI counter -6 and TcdB inh 2.1.
Screening C/C=C/C=C/C(=O)Nc1nccs1 returned PfHsp40 rescue 0.2, Vc quorum ag -0.7, FadD28 FP inh -2.6, UGM FP inh 0.8, Mtb FBA inh 1, Yp Topo-I inh 2, GDH-TPI counter 10, TcdB inh -0.2 and Mtb BioA inh 1.5.
